rCAG binder: binders of r(CAG) RNA repeats, primary screen, biochemical, fluorescence. r(CAG) RNA repeat, TO-PRO-1 dye displacement fluorescence. inhibition, % at 3 µM. actives 1.3% (n = 370,000);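 active = inhibition above the plate cutoff, the mean of all test compounds on that plate plus 3 SD, cut at about 35% in these data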;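 note: 0% = DMSO alone and 100% = 100 µM mitoxantrone as full dye displacement; higher means more dye released from RNA so lower well fluorescence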
HTRA1 inhibitor: HTRA1 serine protease inhibitors, primary screen, biochemical, fluorescence polarization, HTS. AID 504803, 2011. actives 0.5% (n = 340,000). inhibition, % at 5.96 µM. recombinant HTRA1, FP-rhodamine activity-based probe; in the data active = inhibition above about 36%;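 note: 0% = enzyme with DMSO and 100% = wells lacking enzyme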
Target sequence (Q92743 whole entry, looked up): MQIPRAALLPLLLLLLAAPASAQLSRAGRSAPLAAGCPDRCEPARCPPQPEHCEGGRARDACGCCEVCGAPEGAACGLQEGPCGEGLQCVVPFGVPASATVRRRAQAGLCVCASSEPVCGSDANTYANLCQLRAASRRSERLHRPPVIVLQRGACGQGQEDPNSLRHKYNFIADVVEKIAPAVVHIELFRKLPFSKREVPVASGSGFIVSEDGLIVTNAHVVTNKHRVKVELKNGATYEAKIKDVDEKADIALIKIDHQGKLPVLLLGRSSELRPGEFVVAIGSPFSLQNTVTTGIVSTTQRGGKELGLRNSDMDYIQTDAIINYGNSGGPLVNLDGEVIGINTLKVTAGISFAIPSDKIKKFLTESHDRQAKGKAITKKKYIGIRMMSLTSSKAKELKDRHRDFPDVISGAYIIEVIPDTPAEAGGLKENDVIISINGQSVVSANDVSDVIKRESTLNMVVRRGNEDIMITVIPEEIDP
GC-A act: GC-A stimulated cGMP production enhancers – HEK293 GC-A cells, cGMP TR-FRET, EC30 ANP, primary screen; Atrial natriuretic peptide receptor 1 (Homo sapiens), P16066; 0% at EC30 ANP, 100% saturating ANP; activation, % at 10 µM; actives 0.14% (n = 370,000); in the data active = activation above about 40%
PG9 Ab binder: binders of HIV-1 gp120 antibody PG9, primary screen, biochemical, TR-FRET; TR-FRET gp120-PG9 antibody binding; AID 624416, 2012; inhibition, % at 6.7 µM; HIV-1 gp120 / PG9 antibody interaction; actives 0.43% (n = 360,000); in the data active = inhibition above about 8.5%
ASAP1 GAP inh: inhibitors of human ASAP1 ArfGAP activity, primary screen, biochemical, fluorescence polarization; Arf-GAP with SH3 domain, ANK repeat and PH domain-containing protein 1 (Homo sapiens), …; ASAP1-stimulated ARF1 GTP hydrolysis, GDP FP detection; inhibition, % at 16.5 µM; actives 0.19% (n = 360,000); in the data active = inhibition above about 25%;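 note: 0% = vehicle with enzyme and substrate and 100% = no enzyme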
Target sequence (Q9ULH1 325-724 limits assumed): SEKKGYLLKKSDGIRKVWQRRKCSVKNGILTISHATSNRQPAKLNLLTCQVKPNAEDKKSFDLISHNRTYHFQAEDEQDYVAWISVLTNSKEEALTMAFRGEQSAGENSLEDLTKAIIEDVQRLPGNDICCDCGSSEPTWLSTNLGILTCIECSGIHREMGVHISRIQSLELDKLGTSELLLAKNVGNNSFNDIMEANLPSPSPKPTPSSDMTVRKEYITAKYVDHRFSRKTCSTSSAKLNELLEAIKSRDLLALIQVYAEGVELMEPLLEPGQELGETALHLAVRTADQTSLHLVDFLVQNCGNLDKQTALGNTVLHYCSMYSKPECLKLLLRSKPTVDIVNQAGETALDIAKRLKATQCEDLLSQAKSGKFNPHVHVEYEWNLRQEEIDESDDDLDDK
ARFGAP1 inhibitor: inhibitors of rat ARFGAP1 GAP activity, primary screen, biochemical, fluorescence polarization, GDP tracer | actives 0.26% (n = 360,000) | inhibition, % at 16.5 µM | AID 651572, 2012 | Arfgap1-stimulated ARF1 GTP hydrolysis, GDP FP detection;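 active = inhibition above a per-plate limit, mean inhibition of low control wells plus 3 SD, cut at about 25% in these data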;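 note: 0% = DMSO wells with enzyme and 100% = wells lacking Arfgap1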
Target sequence (Q62848 1-136 limits assumed): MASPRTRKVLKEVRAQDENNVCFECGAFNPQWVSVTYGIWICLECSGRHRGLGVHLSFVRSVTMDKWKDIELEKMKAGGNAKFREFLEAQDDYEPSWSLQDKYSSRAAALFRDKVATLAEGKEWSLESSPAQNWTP
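Material: rat Arfgap1 catalytic domain, aa 1-136; also added: human ARF1(Δ1-17)-GTP substrate; compound dosing: one concentration, 16.5 µM, DMSO 1.26%; incubation: GTP hydrolysis reaction 2 h at 25 °C; measured by: Tracer-displacement fluorescence polarization with EDTA stop, 620/688 nm; evaluation: % inhibition from polarization; repeats: one replicate per compound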
mABHD4 FP: ABHD4 inhibitors, primary screen, biochemical, fluorescence polarization, mouse | (Lyso)-N-acylphosphatidylethanolamine lipase (Mus musculus), Q8VD66 | purified mABHD4, FP-Rh probe fluorescence polarization | inhibition, % at 8.92 µM | actives 0.54% (n = 370,000) | AID 720543, 2013;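 active = inhibition exceeding the mean over every tested compound plus 3 SD, cut at about 30% in these data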;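 note: 0% = plate median of compound wells and 100% = S159A mutant with DMSO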
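assay system = mABHD4 protein | compound dosing = single nominal dose of 8.92 µM, 0.89% DMSO final | read-out basis = percent inhibition of probe binding, normalized to plate controls | schedule = Enzyme–compound pre-incubation 45 min, then probe 60 min, both 25 °C | detection = fluorescence polarization, excitation 525 nm, emission 598 nm, BODIPY TMR filters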
GC-B act: human GC-B receptor activators, primary screen, HEK293 GC-B cells, cGMP TR-FRET, EC30 CNP. Atrial natriuretic peptide receptor 2 (Homo sapiens), P20594. 0% at EC30 CNP, 100% saturating CNP. activation, % at 10 µM. actives 0.11% (n = 370,000). AID 1920062, 2024;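 active = activation at 10 µM reaching about 35% in either raw or pattern-adjusted values, limit read from the data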
SMARCA2 act: SMARCA2 (BRM) function activators, primary screen, cell-based, luminescence, high throughput; MG213 cells, MMTV-luciferase reporter, dexamethasone, overnight; activation, % at 9.1 µM; actives 1% (n = 370,000); in the data active = activation above about 7.8%;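 note: 0% = vehicle wells and 100% = reference activator wells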
NR1D1 modulator: modulators of Rev-erb alpha DNA binding, primary screen, biochemical, FITC-DNA, fluorescence polarization, uHTS; Rev-erbα–FITC-DNA binding, 90 min; activity, % at 10 µM; actives 0.79% (n = 370,000); AID 1259318, 2017; Nuclear receptor subfamily 1 group D member 1 (Homo sapiens), P20393;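 active = activity above about 14%, limit read from the data; passing the limit was not always enough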;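 note: 0% = DMSO wells with 35 nM protein and 100% = DMSO wells with 750 nM protein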
* = called active by the depositor; / = not tested or not shown. An unsorted share of the library (roughly 4.4% active in at least one column).

SMILES | rCAG binder | HTRA1 inhibitor | GC-A act | PG9 Ab binder | ASAP1 GAP inh | ARFGAP1 inhibitor | mABHD4 FP | GC-B act | SMARCA2 act | NR1D1 modulator
COC(=O)c1c(-c2ccsc2)sc2ccc(-c3cc(OC)c(OC)c(OC)c3)cc12 | 14 | -41 | 7 | -2.0 | 7 | 1 | -13 | 6 | -1 | 2
COCCNC(=O)C1(C)CCCN(C(=O)c2ccc(OC)cc2OC)C1 (configuration not stated) | 2 | / | 2 | -0.9 | -16 | 4 | -1 | 5 | 3 | 3
O=c1[nH]c(=S)[nH]c2c1C(c1ccc(F)cc1)OC(CCOCc1ccccc1)C2 (configuration not stated) | 7 | / | 1 | -0.2 | -4 | 2 | 2 | 0 | -5 | -1
Clc1cc(Cl)cc(CSc2nnc(-c3sccc3-n3cccc3)o2)c1 | 0 | -1 | -5 | -0.3 | -10 | 14 | -9 | -5 | 2 | -2
CC(C)c1nc2cc3ccccc3cc2[nH]1 | 2 | -1 | 3 | -0.8 | -7 | 9 | 4 | 1 | -3 | 2
Cc1cc(C)nc(NCCC(=O)O)n1 | -2 | 2 | -3 | -1.4 | 3 | 5 | 0 | -4 | -1 | 6
Cc1cc2cc(CCNC(=O)c3cccs3)c(=O)[nH]c2cc1C | 0 | -8 | 11 | -0.6 | 5 | -7 | -5 | -11 | 2 | -1
COC(=O)N/N=C/c1cc(Cl)c(OCc2ccccc2F)c(OC)c1 | 0 | -26 | 11 | -1.7 | -5 | 4 | -10 | 1 | 0 | 4
COCCOC(=O)/C=C1/NC(=O)CS1 | -1 | 0 | 3 | 0.6 | -10 | -3 | 0 | 4 | -4 | 0
O=C(c1ccc(F)cc1)N1CCCC(c2ccccc2)C1 (configuration not stated) | -6 | 1 | -4 | -2.7 | -5 | 3 | 3 | 0 | -1 | 2
COc1ccc(OCC(=O)NCCCn2ccnc2)cc1 | 2 | 1 | 1 | -1.7 | -10 | -11 | 3 | 0 | -1 | -8
CN(C)/C=N/c1ncc(C(=O)c2ccc(-c3ccccc3)cc2)s1 | 0 | -32 | 15 | 1.5 | 8 | 6 | 8 | -6 | -3 | 17*
CCS(=O)CCSc1nc2ccccc2s1 (configuration not stated) | 1 | -3 | -1 | -1.1 | 10 | 6 | 1 | -2 | -5 | -3
CCN1C/C(=C/c2cccs2)c2nc3ccccc3c(C(=O)O)c2C1 | -1 | 18 | 2 | -1.4 | 0 | 4 | 7 | 4 | 2 | 2
Cc1cccc2nc(COc3ccc(Cl)c4cccnc34)cn12 | -8 | -5 | -4 | -1.6 | -9 | 21 | -2 | -9 | 6 | 4
COc1cccc(CNC(=O)CSc2nnc3c(n2)[nH]c2ccc(C)cc23)c1 | 2 | -2 | -5 | -1.4 | 0 | 5 | -1 | -5 | 0 | 2
Cn1ccnc1SCC(=O)Nc1cccc(S(=O)(=O)N2CCCCC2)c1 | 1 | -5 | 4 | -2.6 | 3 | -3 | 7 | 1 | -1 | -7
CC1=C[C@@H]2[C@H]3C(=O)N(Cc4ccccc4)C(=O)[C@H]3[C@@H]1[C@@H]1O[C@@]3(C(=O)N(C)c4ccccc43)C3=C(CCCC3=O)N21 | 4 | / | 1 | 1.3 | -13 | 11 | -1 | -5 | 5 | 0
CCOc1ccc(OCCNC(=O)C(NC(=O)c2c(F)cccc2F)C(C)C)cc1 (configuration not stated) | -3 | 3 | -1 | 0.9 | 1 | -5 | 5 | 1 | 2 | -1
O=C(NC1(C(F)(F)F)C(=O)Nc2c1c(=O)[nH]c(=O)n2Cc1ccccc1)c1ccc(Cl)cc1 (configuration not stated) | 4 | 4 | -1 | -0.3 | 1 | -1 | -4 | 4 | -3 | 6
CCCCn1c(-c2cccnc2)nc2cc3[nH]c(=O)c(C(C)C)nc3cc21 | 6 | 18 | 12 | 0.8 | 8 | 2 | -3 | 12 | 2 | -1
CCCN=Cc1c(CCC)[nH]n(-c2nc3ccccc3s2)c1=O | -2 | -4 | -2 | -0.5 | -7 | -6 | -9 | -7 | 0 | 6
Cc1ncc(CCl)c2c1OC(C)(C)OC2 | 1 | 5 | 0 | -0.9 | -7 | 3 | 2 | 4 | -1 | -2
O=C(O)CCCCCNS(=O)(=O)c1ccc(Cl)cc1 | -3 | 2 | 2 | -0.8 | -7 | 3 | -5 | 4 | -2 | 1
Cc1ccc(S(=O)(=O)N(C)C)cc1NC(=O)CN1C(=O)NC2(CCc3ccccc32)C1=O (configuration not stated) | 12 | -2 | -4 | 0.9 | 0 | 6 | -15 | -6 | -6 | 5
O=C(CSc1nc2ccccc2c(=O)n1Cc1ccco1)c1ccc(F)cc1 | 7 | -10 | 4 | -0.3 | -2 | -3 | -1 | 5 | 0 | 13
Cn1c(N)c(C(=O)COC(=O)C2(c3ccc(F)cc3)CCCC2)c(=O)n(C)c1=O | -2 | -8 | 2 | -0.1 | 1 | 6 | 7 | -5 | -2 | -4
COc1ccc(-c2noc(CN(C(=O)c3ccc(OC(C)=O)cc3)C(C)C)n2)cc1OC | -3 | 3 | 3 | 0.5 | -2 | -1 | 1 | 2 | -1 | 6
CCOC(=O)C(C(C)C)C(N)Cc1ccc(F)cc1 (configuration not stated) | 2 | 8 | 3 | -3.1 | -9 | 0 | 0 | -5 | 3 | 0
CC(C)OC(=O)c1c(NC(=O)c2ccco2)sc2c1CCCC2 | 0 | 1 | -5 | 5.4 | -14 | 12 | 6 | -6 | 0 | 7

Part of the list above, as labelled records:
CCOC(=O)C(C(C)C)C(N)Cc1ccc(F)cc1 (configuration not stated)
  rCAG binder: 2	HTRA1 inhibitor: 8	GC-A act: 3	PG9 Ab binder: -3.1	ASAP1 GAP inh: -9	ARFGAP1 inhibitor: 0	mABHD4 FP: 0	GC-B act: -5	SMARCA2 act: 3	NR1D1 modulator: 0

CC(C)OC(=O)c1c(NC(=O)c2ccco2)sc2c1CCCC2
  rCAG binder: 0	HTRA1 inhibitor: 1	GC-A act: -5	PG9 Ab binder: 5.4	ASAP1 GAP inh: -14	ARFGAP1 inhibitor: 12	mABHD4 FP: 6	GC-B act: -6	SMARCA2 act: 0	NR1D1 modulator: 7

Next section
SMILES | rCAG binder | HTRA1 inhibitor | GC-A act | PG9 Ab binder | ASAP1 GAP inh | ARFGAP1 inhibitor | mABHD4 FP | GC-B act | SMARCA2 act | NR1D1 modulator
Cc1csc(NC(=O)CSc2nnc(-c3ccco3)n2C)n1 | -1 | 5 | -1 | -0.5 | 5 | 5 | 5 | -5 | -2 | 7
Cc1oc(-c2ccccc2F)nc1CS(=O)(=O)CC(=O)NCCN(C)C1CCCCC1 | 5 | -6 | -12 | 0.3 | 3 | -3 | 4 | 1 | 2 | -1
Cc1cccc2cc(CN(Cc3ccco3)C(=O)Nc3cccc(C#N)c3)c(Cl)nc12 | 7 | -50 | 1 | -3.7 | -5 | 5 | -41 | -2 | -5 | -1
Cc1cccc(NC(=O)CSc2nnc(C3CC3)n2CC2CCCO2)c1C (configuration not stated) | -3 | 9 | 4 | -1.4 | -21 | 9 | 4 | 3 | -2 | 9
COc1ccc(S(=O)(=O)N(CC(=O)NCc2ccco2)C2CCCCC2)cc1OC | -2 | -3 | -2 | 1.1 | 6 | -3 | 6 | -3 | -1 | 0
O=C(Nc1nnc(Cc2c[nH]c3ccccc23)s1)c1ccc(Cl)cc1Cl | 23 | -22 | -1 | 0.0 | 4 | 6 | 0 | 6 | -1 | -1
Cc1cc(C)c2c(=O)n(CC(=O)N3CCN(c4ccccc4)CC3)ccc2n1 | 3 | 1 | 1 | 0.8 | 1 | -17 | 11 | 0 | 0 | -2
COc1ccc(N(C(=O)c2cnccn2)C(C(=O)NC2CCCCC2)c2ccc(Cl)cc2)cc1 (configuration not stated) | 0 | -1 | -3 | -2.0 | 4 | 6 | 0 | -2 | -3 | 3
O=C(Nc1ccc(N2CCCC2)cc1)c1ccc(Cl)cc1Cl | 4 | 8 | -9 | -4.2 | 3 | -6 | 3 | 2 | 3 | 0
Fc1cccc(/C=N/Nc2cc(N3CCOCC3)ncn2)c1 | -2 | -2 | 11 | 3.5 | 2 | 5 | 1 | 1 | 1 | 7
CC(C)(C)C(=O)Nc1cc(S(=O)(=O)N2CCCCC2)ccc1N1CCCCC1 | 1 | -23 | 13 | -3.3 | 10 | 2 | -11 | 8 | -2 | 39*
CCN1CCN(CC(=O)Nc2ccc(C(C)=O)cc2)CC1 | 3 | -1 | -1 | -1.3 | 12 | 0 | 17 | -2 | 3 | 1
COc1ccccc1C(=O)NCCC(=O)N1CC(=O)Nc2ccccc21 | -5 | 6 | 1 | -0.8 | 9 | 5 | 6 | -1 | 0 | -1
CC(Sc1nnc(CNc2cccc3ccccc23)n1-c1ccccc1)C(=O)N/N=C/c1ccco1 (configuration not stated) | 1 | 3 | 0 | -0.3 | -4 | 4 | 4 | -2 | -2 | 5
Cc1noc(C)c1S(=O)(=O)NCc1ccc2c(c1)OCO2 | 2 | 1 | -2 | 1.2 | -3 | -8 | -2 | 0 | 0 | -3
CCOc1cc(NC(=S)Nc2ccc(Cl)cc2)c(OCC)cc1NC(C)=O | 0 | 4 | -4 | -2.4 | 11 | 12 | 8 | -4 | -2 | -7
CC(CNc1ccccc1O)C(=O)O (configuration not stated) | 6 | 6 | -6 | -5.4 | -6 | -1 | 34* | 2 | -1 | -4
Fc1ccc(C2N(c3ccccc3)C(=S)N3CCCN23)cc1 (configuration not stated) | 1 | 3 | -7 | 1.3 | -9 | 3 | 0 | -5 | -5 | -6
CCCCN(CCCC)CC(O)COc1ccccc1C(=O)Nc1ccccc1 (configuration not stated) | -4 | -7 | -16 | 0.8 | 9 | -7 | -5 | -14 | -1 | -3
CCOC(=O)[C@H]1[C@H]2COc3ccc(C)cc3[C@@H]2N2C(=O)c3cc(Cl)ccc3NC(=O)[C@@]12C | -1 | -21 | -2 | 1.5 | -1 | 6 | -13 | -4 | 0 | 1
O=C1[C@H]2[C@@H](c3ccc(C(F)(F)F)cc3)N[C@]3(CCCN(Cc4ccc(F)cc4)C3=O)[C@H]2C(=O)N1Cc1ccccc1 | 1 | -29 | 0 | 0.4 | 1 | -2 | -16 | 1 | -2 | -7
COC(=O)CSc1ccnc2cc(Cl)ccc12 | -2 | -3 | -1 | -5.0 | -2 | 9 | -10 | -4 | -4 | 2
CCOc1ccc(C(C)=O)cc1CSc1nnc(-c2ccncc2)n1CCOC | -1 | 3 | -4 | -1.1 | 10 | -10 | -1 | -6 | -3 | 0

Screening data deposited in PubChem BioAssay by several laboratories.
